Compound activity: PubChem BioAssay, several laboratories
M5 ag: CHRM5 agonism in calcium assay; P08912; CHO-K1 hM5 cells, Fluo-8 calcium fluorescence; 0% DMSO wells, 100% maximal acetylcholine response; activation, % at 3 µM; hit rate 0.19% among 360,000; AID 624037;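 active = activation above the run's mean over test compounds plus 3 SD, cut at about 23% in these data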;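 also: signal is peak over basal fluorescence ratio across the kinetic read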
Target sequence (P08912 whole entry, looked up): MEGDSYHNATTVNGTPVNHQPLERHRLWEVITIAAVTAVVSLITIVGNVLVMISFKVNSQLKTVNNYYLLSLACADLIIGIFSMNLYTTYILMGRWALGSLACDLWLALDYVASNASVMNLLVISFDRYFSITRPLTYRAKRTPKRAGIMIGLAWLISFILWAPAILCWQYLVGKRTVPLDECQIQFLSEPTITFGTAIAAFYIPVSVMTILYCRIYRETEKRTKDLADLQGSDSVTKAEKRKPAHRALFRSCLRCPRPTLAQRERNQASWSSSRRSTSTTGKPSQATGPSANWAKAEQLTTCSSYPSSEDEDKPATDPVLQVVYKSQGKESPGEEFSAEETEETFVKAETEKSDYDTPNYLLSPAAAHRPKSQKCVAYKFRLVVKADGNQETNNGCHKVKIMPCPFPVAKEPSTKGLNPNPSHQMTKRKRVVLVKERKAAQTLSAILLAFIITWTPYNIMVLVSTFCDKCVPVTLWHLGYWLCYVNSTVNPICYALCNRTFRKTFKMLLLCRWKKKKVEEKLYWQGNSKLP
CRFBP-R2 agonist: agonists of human CRF-binding protein/CRF-R2 receptor complex | AID 588473 | activation, % at 13.2 µM | hit rate 0.46% among 350,000 | HEK293 CRF-R2/CRF-BP, calcium dye fluorescence (FLIPR); percent of saturating CRF peptide response;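 active = activation of at least 50%, plus an integration ratio under a set limit after plate pattern correction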;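 also: plate controls were neutral control wells without compound for no effect and CRF at EC100 for full effect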
CHRM1 PAM: potentiates human M1 receptor response to acetylcholine | activation, % at 3 µM | P11229 | CHO-K1 hM1, Fluo-8 calcium fluorescence, ACh EC20; 0% = ACh EC20, 100% = maximal ACh | hit rate 0.088% among 360,000; in the data active = activation above about 19%, passing the limit was not always enough
CHRM1 antagonist: antagonists of human M1 muscarinic receptor. hit rate 1.3% among 360,000. CHO-K1 hM1, Fluo-8 calcium fluorescence, ACh EC80 antagonist. P11229. inhibition, % at 3 µM. AID 588852;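 active = percent inhibition above its own plate's cutoff, namely the mean of that plate's compound wells plus 3 SD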;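 also: peak over basal fluorescence ratio during 140 s after agonist addition; 0% = ACh EC80 plus DMSO and 100% = DMSO alone without agonist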
CHRM5 antagonist: CHRM5 antagonism in calcium assay; P08912; CHO-hM5 cells, Fluo-8 calcium fluorescence, ACh EC80; inhibition, % at 3 µM; hit rate 0.59% among 360,000;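 active = inhibition above a per-plate cutoff, the mean of that plate's test compounds plus 3 SD, cut at about 27% in these data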;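 also: 0% = acetylcholine EC80 with DMSO and 100% = DMSO without agonist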
CHRM5 PAM: positive allosteric modulators of human muscarinic M5 receptor. P08912. CHO-K1 hM5, Fluo-8 calcium, ACh EC20 PAM; 0% = ACh EC20, 100% = ACh EC100. activation, % at 3 µM. hit rate 0.3% among 360,000. AID 624038;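 active = activation above the run cutoff, the mean activation of all test compounds plus 3 SD, cut at about 18% in these data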
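Assay system – human M5 receptor in CHO-K1 cells · Read-out – % activation, ACh-normalized · Technique – Fluo-8 calcium fluorescence · Dosing – single-point, 3 µM nominal · Incubation – Fluo-8 loading 80 min at 37 °C plus 30 min room temperature · Repeats – singlicate, one well per test compound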
M4 PAM: CHRM4 positive allosteric modulation. P08173. CHO-K1 hM4/Gqi5, Fluo-8 calcium fluorescence, ACh EC20; 0% = ACh EC20, 100% = maximal ACh. hit rate 0.4% among 360,000. activation, % at 3 µM;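 active = activation above its plate's cutoff, the mean activation of sample wells plus 3 SD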; also: some results filed as inactive read as strong as hits
Target sequence (P08173 whole entry, looked up): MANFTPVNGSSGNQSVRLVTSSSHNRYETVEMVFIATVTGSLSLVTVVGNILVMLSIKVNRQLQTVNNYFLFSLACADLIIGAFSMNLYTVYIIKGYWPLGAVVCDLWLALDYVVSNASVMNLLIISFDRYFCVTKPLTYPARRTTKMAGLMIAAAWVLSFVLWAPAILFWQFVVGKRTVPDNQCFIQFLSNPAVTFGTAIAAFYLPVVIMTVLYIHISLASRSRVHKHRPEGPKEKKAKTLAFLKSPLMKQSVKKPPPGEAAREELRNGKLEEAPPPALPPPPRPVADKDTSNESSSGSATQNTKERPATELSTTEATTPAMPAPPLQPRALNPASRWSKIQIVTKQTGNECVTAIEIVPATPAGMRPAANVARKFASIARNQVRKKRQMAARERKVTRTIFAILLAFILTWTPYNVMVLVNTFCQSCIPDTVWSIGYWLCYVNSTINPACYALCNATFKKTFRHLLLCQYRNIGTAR
M4 antag: antagonists of human muscarinic M4 receptor (CHRM4) | AID 624125 | CHO-hM4 cells, ACh EC80, Fluo-8 calcium fluorescence | inhibition, % at 3 µM | hit rate 0.73% among 360,000;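 active = inhibition above its plate's cutoff, the mean inhibition of sample wells plus 3 SD, cut at about 27% in these data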;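 also: 0% = acetylcholine EC80 with DMSO and 100% = DMSO without agonist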
M4 ag: agonists of human muscarinic M4 receptor (CHRM4); activation, % at 3 µM; P08173; AID 624127; CHO-K1 hM4/Gqi5, Fluo-8 calcium fluorescence; vehicle 0%, full acetylcholine response 100%; hit rate 0.14% among 360,000;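 active = activation above the run mean over all test wells plus 3 SD, cut at about 32% in these data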;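 also: peak over basal fluorescence ratio per well then scaled between controls; 0% = DMSO wells and 100% = acetylcholine at EC100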
The depositor's hits bear a star; . = no result given.

The line under a structure holds: M5 ag	CRFBP-R2 agonist	CHRM1 PAM	CHRM1 antagonist	CHRM5 antagonist	CHRM5 PAM	M4 PAM	M4 antag	M4 ag
1	CC1=Nc2nc(N3CCCCC3)c(C#N)c3c4c(nc(c23)N1)N(c1ccc(C(C)C)cc1)C(=O)C4
 : 0	0.8	3	-2	2	-3	5	-2	1
2	O=C(CSc1nc2ccccc2s1)NNC(=S)Nc1ccc(Cl)cc1
 : 1	-2.0	3	7	2	-8	-1	-3	3
3	CCCCCCCn1ccc(=N)cc1
 : -12	-1.5	-20	41	26	-14	-11	14	0
4	O=C(CN1CCCC1)N1CCCc2ccccc21
 : -5	-0.5	7	1	5	4	2	6	0
5	COc1ccc(C2OC(CCc3ccccc3)CC3=C2C(=O)OC(C)(C)O3)cc1 (stereo unspecified)
 : -3	.	4	-31	3	0	7	0	-1
6	COc1ccc(C)cc1-n1nnnc1SC(C)C(=O)NC1CCCC1 (stereo unspecified)
 : -5	-0.2	12	-16	3	-1	2	2	1
7	COc1ccccc1CNC(=O)C(C)Sc1ccsc1[N+](=O)[O-] (stereo unspecified)
 : -3	0.7	14	-8	7	-2	14	7	1
8	COc1ccc(Nc2nc(N3CCOCC3)nc(N3CCOCC3)n2)cc1
 : -1	-6.3	11	-13	4	-1	-8	-7	0
9	O=C(CNC(=O)c1cc2c(n(-c3ccccc3)c1=O)CCCC2=O)c1ccccc1
 : -3	-2.0	5	4	-6	-2	16	-9	2
10	Cc1ccc2c(c1)C(=O)N1[C@H]3c4cc(Cl)ccc4OC[C@@H]3[C@H](c3ccccc3)[C@]1(C)C(=O)N2
 : 4	0.8	-4	-3	-6	-3	-5	4	0
11	CCc1ccc(-c2csc(NC(=O)C3=COCCO3)n2)cc1
 : 12	1.4	3	-8	9	-2	4	1	0
12	CCN(CC)CCN(CC)Cc1ccccc1Br
 : -8	-1.3	-14	13	11	-12	-14	21	1
13	C[C@@H](C(=O)Nc1cccnc1)n1c(=O)[nH]c2ccccc2c1=O
 : -1	-0.9	-1	1	2	1	-8	1	-1
14	O=C(Nc1ccc2c(c1)OCCO2)c1ccc(Br)s1
 : -2	0.4	3	-3	7	-10	7	3	3
15	CC1CCCCN1C(=O)C(=O)c1cn(CC(=O)N2CCCC2)c2ccccc12 (stereo unspecified)
 : -5	0.8	21	-17	-3	5	12	-5	1
16	Cc1cc(Br)ccc1OCCOCCN1CCCC1
 : -17	0.0	-8	-4	-1	0	-13	7	1
17	CN(CCOC(=O)c1ccc2c(c1)OCO2)C(C)(C)C
 : -17	-2.6	7	-11	-3	-9	0	-4	1
18	CCCCN(C(C)=O)c1c(CC)nc2ccc(C(=O)NCCc3ccccn3)cn12
 : 0	.	7	-7	19	2	10	-8	1
19	CC(C)(C)C(=O)Nc1nnc(COc2ccc(Cl)cc2)s1
 : 4	1.6	-5	4	-4	6	4	-11	1
20	Cc1nn2c(Nc3ccc(F)cc3)c3c(nc2c1-c1ccccc1)CCC3
 : -1	-0.4	-9	11	0	-3	0	-2	1
21	Cc1ccc(N2CC(C(=O)N3CCc4ccccc43)CC2=O)cc1 (stereo unspecified)
 : 0	-0.9	6	-20	6	4	1	3	1
22	O=C1NCC(Nc2ccccc2)C(=O)N1 (stereo unspecified)
 : 4	-1.8	3	-7	8	-1	6	-3	0
23	Cc1ccc(CCNC(=O)C23CN(Cc4ccccc4)CC2C(c2ccc([N+](=O)[O-])cc2)=NO3)cc1 (stereo unspecified)
 : -5	0.3	3	-2	15	-8	4	-5	2
24	CC(=O)c1cc2c(=O)c3cc(C)ccc3oc2nc1C
 : -3	-0.4	8	-5	8	-3	2	0	1
25	COc1ccccc1CNC(=O)COc1ccc(C)nc1[N+](=O)[O-]
 : 3	-1.6	1	10	10	10	6	-4	1
26	Cc1cc(OCC(=O)Nc2ccc(Br)cc2)cc2c1C(=O)CC(C)(C)O2
 : 1	0.3	-1	9	0	9	2	11	1
27	CNC(=O)Cn1c(C)cc(=O)c2cccc(OC)c21
 : -1	-1.0	13	-17	-1	2	9	3	0
28	COc1ccc([C@@H]2[C@@H]3C(=O)N(C(C)(C)C)C(=O)[C@@H]3[C@]3(Cc4ccc(Cl)cc4)C(=O)N(c4cccc(F)c4)C(=O)N23)cc1
 : 4	1.2	3	-9	0	-4	1	-3	0
29	CCOC(=O)C1(CC2CC2)CCN(Cc2ccc(OC)cc2F)CC1
 : -8	1.0	-25	28*	10	-8	-8	-2	3
30	Cc1ccccc1NC(=S)Nc1ccc(Br)cc1
 : -1	-2.0	2	2	-1	-3	6	-23	3

Random excerpt: 2 compounds from above, in no set order.
The line under a structure holds: M5 ag	CRFBP-R2 agonist	CHRM1 PAM	CHRM1 antagonist	CHRM5 antagonist	CHRM5 PAM	M4 PAM	M4 antag	M4 ag
26	Cc1cc(OCC(=O)Nc2ccc(Br)cc2)cc2c1C(=O)CC(C)(C)O2
 : 1	0.3	-1	9	0	9	2	11	1
21	Cc1ccc(N2CC(C(=O)N3CCc4ccccc43)CC2=O)cc1 (stereo unspecified)
 : 0	-0.9	6	-20	6	4	1	3	1

Additional results:
The line under a structure holds: M5 ag	CRFBP-R2 agonist	CHRM1 PAM	CHRM1 antagonist	CHRM5 antagonist	CHRM5 PAM	M4 PAM	M4 antag	M4 ag
31	CCOC(=O)c1cc(-c2ccccc2)n(CC(=O)Nc2ccc(OCC)cc2)c1C
 : -2	-3.5	1	2	-2	-2	-1	1	0
32	COc1ccccc1CC(=O)Nc1ccc([N+](=O)[O-])cc1O
 : 2	17	-1	0	2	-15	-7	-2	13
33	CC(C)n1cc([C@@H]2C[C@H]3CN(Cc4cccc(Cl)c4)C(=O)[C@]34CCCN24)cn1
 : -11	-1.1	-13	3	11	-9	-17	16	2
34	COc1cc(Cl)cc(C2NC(=S)NC(c3ccccc3)=C2C(C)=O)c1OCC(=O)O (stereo unspecified)
 : 2	2.0	13	-10	3	4	-2	-7	4
35	CCOc1ccccc1NC(=O)Nc1cc(C(=O)O)ccc1C
 : -3	12	4	-12	-16	-3	0	-12	1
36	CC(C)OP(=O)(OC(C)C)C1(O)C(=O)Nc2ccc(Br)cc21 (stereo unspecified)
 : 2	2.8	10	-11	-1	-4	-3	-9	1
37	CC(=O)Nc1ccc(OCC(O)CN2C(C)(C)CC(O)CC2(C)C)cc1 (stereo unspecified)
 : 1	-1.6	8	-2	6	-2	7	-7	2
38	O=C(O)CCCNC(=O)/C(=C\c1ccc(Cl)cc1)NC(=O)c1ccccc1Br
 : -3	-1.9	12	-6	-17	9	9	-2	1
39	O=C(c1cc(Br)ccc1Cl)N1CCCC1
 : -4	-1.1	10	-12	-4	3	0	-9	2
40	NC(=O)N/N=C/c1c(F)cccc1F
 : -1	8.8	11	-9	11	-3	23*	-2	1
41	COc1ccc(NC(=O)Cn2c(=O)sc3ccccc32)cc1
 : -1	-3.8	7	0	-6	1	-2	15	0
42	CCC(=O)C1CCCN(C(=O)c2ccc(OC3CCN(C(=O)c4cccnc4)CC3)cc2)C1 (stereo unspecified)
 : 1	-0.7	8	-9	6	2	-1	0	2
43	CC(C)C(=O)N=C1SC2CS(=O)(=O)CC2N1Cc1ccccc1 (stereo unspecified)
 : -2	0.3	-3	5	7	-1	7	-8	1
44	COc1ccc(N2CCN(C(=O)CSc3nnc(C)c(=O)[nH]3)CC2)cc1
 : 0	2.9	13	-9	0	4	2	-11	0
45	Cc1ccc(S(=O)(=O)c2nc(S(C)(=O)=O)sc2N2CCCCC2C)cc1 (stereo unspecified)
 : -6	-0.2	-1	-2	1	-3	-1	5	2
46	COc1cccc(OC)c1/C=C/C(=O)NC1CCCCC1
 : -1	-2.0	0	-13	8	-3	-2	0	0
47	Oc1ccccc1C1=Nc2nc3ccccc3n2C(c2ccccc2)C1 (stereo unspecified)
 : -5	-1.0	-3	-29	-10	-2	-2	-8	4
48	O=c1nc(N/N=C/c2c[nH]c3ccccc23)cn[nH]1
 : 1	0.4	8	-16	0	6	10	4	0
49	Cn1c(N)c(C(=O)COC(=O)COc2ccc3ccccc3c2)c(=O)n(C)c1=O
 : -1	-0.8	7	2	-11	-2	-5	3	8
50	CCOc1ccc(OCC(=O)Nc2ccccc2C(F)(F)F)cc1
 : -2	-2.3	-7	-5	1	-4	-4	-12	7
51	CCN(CC)CC(=O)Nc1c(C)cc(C(C)(C)C)cc1C
 : -4	0.0	-1	6	-2	-7	0	-7	0
52	Cc1ccc(N(CCC#N)C(=O)CN2C(=O)NC(Cc3ccccc3)C2=O)cc1 (stereo unspecified)
 : -2	-1.3	12	-9	9	-6	3	-4	3
53	CN1C(=O)/C(=C\c2cc(N=Nc3ccccc3)ccc2O)SC1=S
 : 0	3.5	4	-2	2	-2	-5	12	0
54	CC(C)(C)c1nnc(NC(=O)Nc2ccc(Cl)cc2)s1
 : 3	2.2	18	0	14	-5	-8	-1	1
55	COC(=O)c1nn(-c2cccc(C)c2)c2nnc(Cc3ccccc3)c(=O)n12
 : -2	0.0	8	-6	-6	-3	0	6	2
56	O=c1onc(-c2ccccc2)n1-c1cc(Cl)cc(Cl)c1
 : -1	-6.5	14	-22	-1	2	4	1	-2
57	OCc1ccccc1OCCCOc1cccc2cccnc12
 : 1	0.1	7	-23	-7	9	-1	5	4
58	CC(C)Sc1cc(N2CCCC2)nc(-c2ccc(F)cc2)n1
 : 1	5.7	6	-6	-1	2	16	-4	0
59	Cc1ccc(S(=O)(=O)NNC(=O)CCC(=O)Nc2ccccc2Cl)cc1
 : -3	-1.6	7	-11	6	1	-1	-4	2
60	COc1cc(CN2CCN(C(=O)c3cccc4ccccc34)CC2)cc(OC)c1O
 : 1	-4.0	9	-11	-3	17	-5	-3	2
61	COc1ccccc1NC(=S)N(CCN(C)C)C(C)c1ccncc1 (stereo unspecified)
 : -1	0.7	5	4	5	-2	-5	2	0
62	COc1cc(COCC(O)CN2CCN(Cc3ccccc3)CC2)cc(OC)c1OC (stereo unspecified)
 : -2	-0.4	10	-12	8	-8	-9	7	0
63	Cc1ccccc1Cn1cc(NC(=O)c2nn(C)cc2Cl)cn1
 : 0	-2.1	3	-6	11	-4	-4	0	1
